Compound activity from PubChem BioAssay.
SIAE primary = human SIAE inhibition, primary screen; SIAE FP-Rh probe binding, fluorescence polarization; inhibition, % at 9.66 µM; 0.69% of 370,000 active; AID 1053197;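 active = inhibition above a cutoff: mean of compounds within the control limits plus 3 SD of those, cut at about 17% in these data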;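 note: 0% = plate median of compound wells and 100% = probe without SIAE protein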
KLK7 zymogen act = activators of human kallikrein-7 zymogen; P49862; purified proKLK7, EDANS-DABCYL substrate fluorescence; 100% is mature enzyme control, 0% vehicle; activation, % at 7 µM; 0.9% of 370,000 active; AID 652039;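 active = activation above the mean of all tested compounds plus 3 SD, computed per campaign excluding outliers beyond control limits, cut at about 13% in these data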
Target sequence (P49862 whole entry, looked up): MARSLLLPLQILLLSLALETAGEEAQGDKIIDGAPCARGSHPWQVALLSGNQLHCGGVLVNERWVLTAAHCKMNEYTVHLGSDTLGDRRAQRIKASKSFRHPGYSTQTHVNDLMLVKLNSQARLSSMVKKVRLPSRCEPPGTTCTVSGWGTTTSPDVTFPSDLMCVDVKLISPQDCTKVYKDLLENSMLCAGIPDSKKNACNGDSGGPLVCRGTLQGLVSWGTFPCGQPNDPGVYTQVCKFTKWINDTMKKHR
TDP2 absorb = blocks human TDP2 phosphodiesterase activity | O95551 | recombinant TDP2, T5PNP hydrolysis, p-nitrophenol absorbance 415 nm | inhibition, % at 12.8 µM | 0.34% of 370,000 active;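 active = inhibition above the mean of all tested compounds plus 3 SD, set per campaign, cut at about 25% in these data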;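 note: 0% = DMSO with enzyme and 100% = buffer with substrate but no TDP2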
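Read-out basis: percent inhibition. System: recombinant human TDP2. Buffer or medium: Mg2+-containing Tris-HCl buffer, pH 7.5. Repeats: single replicate. Timing: reaction 2 h, 37 °C. Benchmarks: high control without enzyme, low control DMSO plus TDP2. Probe or stimulus: 5 mM T5PNP. Doses: 12.8 µM only. Measured by: epi absorbance of p-nitrophenol freed from T5PNP by hydrolysis.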
Tn6 DDE FP = disrupts Tn6 cyclic peptide binding to fibrin D-Dimer-E complex. inhibition, % at 8.3 µM. AID 720509. Fibrin DD(E) TRITC-Tn6 fluorescence polarization displacement. 0.21% of 370,000 active. P02675;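 active = inhibition above a per-campaign cutoff: mean of compounds within control limits plus 3 SD, cut at about 15% in these data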;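 note: 0% = median of all compound wells on the plate and 100% = blocking peptide control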
UHRF1 binding = UHRF1 methyl-DNA binding inhibition; AID 687016; 0.75% of 370,000 active; UHRF1 binding to methylated oligo, TR-FRET; inhibition, % at 4.4 µM; in the data active = inhibition above about 21%;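 note: UHRF1 SRA domain binding a hemimethylated CpG hairpin DNA probe; 0% = median of test compound wells and 100% = reference inhibitor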
Tn7 DDE FP = disrupts Tn7 cyclic peptide binding to fibrin D-Dimer-E complex. FP displacement of FITC-Tn7 peptide from fibrin DD(E); 0% = median of compound wells per plate. inhibition, % at 8.3 µM. 0.13% of 370,000 active;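 active = inhibition above the mean of compounds falling within the control limits plus 3 SD of them, cut at about 14% in these data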;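 note: 0% = plate median of compound wells and 100% = 10 µM Aha-Tn7 peptide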
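Measure: % inhibition scaled between sample-field median and high-control FP; Test system: human fibrin DD(E); Quantity: 2 µM final DD(E) protein; Doses: one dose, 8.3 µM nominal; Schedule: compound with protein 10 min, then 3 h after probe, room temperature; Detection: fluorescence polarization; Medium: Tris buffer with calcium and detergent, pH 7.8.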
MBD2 DNA inh = inhibitors of human MBD2 binding to methylated oligonucleotide. Q9UBB5. TR-FRET. inhibition, % at 4.4 µM. 0.31% of 370,000 active. AID 686964; in the data active = inhibition above about 13%
Target sequence (Q9UBB5 whole entry, looked up): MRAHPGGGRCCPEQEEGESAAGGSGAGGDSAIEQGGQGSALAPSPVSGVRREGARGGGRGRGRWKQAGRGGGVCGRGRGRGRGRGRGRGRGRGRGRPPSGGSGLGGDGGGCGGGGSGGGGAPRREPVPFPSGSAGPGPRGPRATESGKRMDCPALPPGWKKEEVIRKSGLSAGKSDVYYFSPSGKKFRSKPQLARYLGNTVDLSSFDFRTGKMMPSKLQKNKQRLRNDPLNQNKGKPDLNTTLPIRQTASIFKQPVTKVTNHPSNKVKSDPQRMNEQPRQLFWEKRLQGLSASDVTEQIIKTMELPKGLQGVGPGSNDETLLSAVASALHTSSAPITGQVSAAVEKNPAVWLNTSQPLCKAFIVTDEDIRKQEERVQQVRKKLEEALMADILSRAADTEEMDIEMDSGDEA
TCR CD3 inh = blocks the human TCR-CD3 interaction. TAMRA-labeled TCR probe fluorescence, biochemical. inhibition, % at 9.4 µM. 0.37% of 360,000 active. AID 651800; in the data active = inhibition above about 19%;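 note: recombinant mutant TCR 2C K166C tagged with TAMRA read by polarization; 0% = receptor in buffer alone and 100% = receptor with positive control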
LEDGF integ inh = blocks HIV-1 LEDGF/p75-dependent DNA integration | TR-FRET IN-LEDGF/p75 DNA integration, Eu/Cy5 | inhibition, % at 3.7 µM | 0.64% of 370,000 active | AID 743269;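 active = inhibition above the screen-wide mean plus 3 SD, cut at about 13% in these data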;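 note: signal is the Cy5 over europium emission ratio at 671 and 618 nm; 0% = plate median of compound wells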
PRMT1 FP inh = inhibitors of human PRMT1. recombinant PRMT1, activity-based probe fluorescence polarization. 1.3% of 370,000 active. Q99873. inhibition, % at 2.79 µM;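 active = inhibition above about 21% made by adding two undisclosed values, limit read from the data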
Target sequence (Q99873 whole entry, looked up): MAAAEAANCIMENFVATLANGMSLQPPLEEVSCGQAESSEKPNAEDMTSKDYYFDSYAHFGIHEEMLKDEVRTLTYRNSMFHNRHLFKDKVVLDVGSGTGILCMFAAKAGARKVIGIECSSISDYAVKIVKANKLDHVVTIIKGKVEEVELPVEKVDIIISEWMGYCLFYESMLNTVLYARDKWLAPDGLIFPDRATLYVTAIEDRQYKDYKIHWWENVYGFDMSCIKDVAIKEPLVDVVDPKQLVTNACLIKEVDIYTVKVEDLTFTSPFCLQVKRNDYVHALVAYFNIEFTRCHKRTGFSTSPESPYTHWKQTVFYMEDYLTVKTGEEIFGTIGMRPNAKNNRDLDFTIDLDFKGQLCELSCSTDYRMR
Active calls of the source: *; x = not tested or not shown.

SIAE primary,KLK7 zymogen act,TDP2 absorb,Tn6 DDE FP,UHRF1 binding,Tn7 DDE FP,MBD2 DNA inh,TCR CD3 inh,LEDGF integ inh,PRMT1 FP inh,mol
6,-0.4,-1,11,4,2,-3,1,-1,1,Cc1ccc(CNC(=O)C2CC(c3cccc(F)c3)=NO2)cc1 (centres undefined)
-9,-0.4,-7,7,-1,-2,-1,5,0,1,C=CCN1C(=O)C2C(C(=O)NC3CCCCC3)C3C=CC2(O3)C1C(=O)NC1CCCC1 (centres undefined)
4,0.6,11,-6,19,0,-6,-1,23*,23*,CC(CNc1ccccc1O)C(=O)O (centres undefined)
0,-0.1,-3,6,1,5,-5,-6,0,-2,CCOCCCN(Cc1cc2cc(C)cc(C)c2[nH]c1=O)C(=O)N(CC)CC
2,-0.5,-2,-6,4,7,-3,-1,-2,2,CCNc1ccc(C(=O)OCC(=O)c2cc(C)n(Cc3ccc4c(c3)OCO4)c2C)cc1[N+](=O)[O-]
-3,1.4,-1,-9,-1,1,-5,-2,-9,-6,CC(C)(C)OC(=O)N1CCN(C(=O)c2[nH]cnc2C(=O)Nc2ccccc2F)CC1
2,0.9,-5,-4,0,4,0,2,-3,1,O=C(c1ccc2c(c1)OCO2)C1CCCN(Cc2cccn2-c2cccnc2)C1 (centres undefined)
-4,0.2,-15,2,3,5,-1,3,-1,1,O=C(NCc1ccccc1)c1cccnc1

SIAE primary,KLK7 zymogen act,TDP2 absorb,Tn6 DDE FP,UHRF1 binding,Tn7 DDE FP,MBD2 DNA inh,TCR CD3 inh,LEDGF integ inh,PRMT1 FP inh,mol
2,0.3,0,3,4,2,3,-6,4,0,O=C(NCCN1CCOCC1)c1cccc(S(=O)(=O)N2CCCCCC2)c1
3,-0.5,5,-3,1,-1,1,0,-5,2,O=C(COC(=O)c1c[nH]c2ccccc12)Nc1ccc(F)cc1
-5,0.2,-4,1,1,1,0,-3,-6,0,COC(=O)C1=C(C)N(Cc2ccccc2C(F)(F)F)C(=NCc2ccc(C(F)(F)F)cc2)NC1c1ccccc1 (centres undefined)
-1,3.9,4,1,-2,5,-2,x,1,0,COC(=O)c1cc(-c2ccc(Cl)s2)c(=O)n2c1CCC2
-2,0.3,-7,2,1,3,2,-4,1,-2,COc1ccc(/C=C/C(=O)NC2CCCCC2C)cc1 (centres undefined)
-5,0.1,1,-3,-1,-6,1,4,1,-3,CC(=O)Nc1ccc(S(=O)(=O)NCCC(=O)OCC(=O)NC(C)c2ccc(Cl)cc2)cc1 (centres undefined)
3,-0.6,-2,-5,-2,-5,-3,2,1,-2,N#CC(c1ccccc1)c1cccc(Cl)n1 (centres undefined)
4,-0.2,3,2,-2,2,-3,4,-2,0,CCOC(=O)C(C)n1cnc2c(nnn2-c2ccc(C)cc2)c1=O (centres undefined)

SIAE primary,KLK7 zymogen act,TDP2 absorb,Tn6 DDE FP,UHRF1 binding,Tn7 DDE FP,MBD2 DNA inh,TCR CD3 inh,LEDGF integ inh,PRMT1 FP inh,mol
-8,0.3,-11,3,-4,0,2,1,-3,0,CN(Cc1ccccc1)C(=O)c1nc2ccccn2c1CN1CCCC1c1nccs1 (centres undefined)
1,-0.3,4,-14,-1,-6,1,9,0,-2,Cc1ccc(NC(=O)c2ccc3c(c2)OCCO3)cc1
0,-0.5,11,-5,-2,-4,-4,-1,-1,4,CCOc1ccc(S(=O)(=O)NN2Cc3ccccc3C2=N)cc1
-6,1.2,7,-2,5,-1,-6,-3,1,1,NC(=O)CC(NC(=O)Cc1ccc(Cl)cc1)c1ccc(NC2CCN(Cc3ccccc3)CC2)c([N+](=O)[O-])c1 (centres undefined)
-7,0.4,9,2,-5,11,-3,2,-1,1,COc1ccc(N2CCN(C(=O)C3CCN(S(=O)(=O)N4CCOCC4)CC3)CC2)cc1
4,-0.3,1,-4,0,3,2,3,-1,1,CCCCNC(=O)CCn1c(=O)c2ccccc2n(Cc2cc(C)ccc2C)c1=O
-3,0.7,5,-2,0,10,8,-9,-4,0,COc1ccccc1CNC(=O)COC(=O)COc1ccccc1Cc1ccccc1
4,0.2,-14,0,6,0,0,1,0,0,CC(=O)NC(CC(=O)Oc1ccc(C)cc1Br)c1ccccc1 (centres undefined)

Exported tab-delimited: part of the list above.
canonical_smiles	SIAE primary	KLK7 zymogen act	TDP2 absorb	Tn6 DDE FP	UHRF1 binding	Tn7 DDE FP	MBD2 DNA inh	TCR CD3 inh	LEDGF integ inh	PRMT1 FP inh
Cc1ccc(NC(=O)c2ccc3c(c2)OCCO3)cc1	1	-0.3	4	-14	-1	-6	1	9	0	-2
CCCCNC(=O)CCn1c(=O)c2ccccc2n(Cc2cc(C)ccc2C)c1=O	4	-0.3	1	-4	0	3	2	3	-1	1

Going on with the list:
SIAE primary,KLK7 zymogen act,TDP2 absorb,Tn6 DDE FP,UHRF1 binding,Tn7 DDE FP,MBD2 DNA inh,TCR CD3 inh,LEDGF integ inh,PRMT1 FP inh,mol
-4,0.2,-12,8,-2,9,0,5,-4,-2,COc1cc(NS(=O)(=O)c2ccc(NC(C)=O)cc2)cc(OC)c1
-3,-0.1,-10,5,0,-9,-8,8,3,-6,O=C(CN1C(=O)NC2(CCCCC2)C1=O)NCCCSc1ccccc1
-15,0.5,6,2,-1,8,-4,2,0,-1,O=C(Nc1ccc(Br)cc1)C1CCN(c2cnccn2)CC1
0,0.1,-1,6,0,5,1,-5,-1,4,COc1ccc(S(=O)(=O)N(C)C)cc1NC(=O)COC(=O)Cn1cnc2ccccc2c1=O
6,0.4,10,-7,-1,-2,4,-5,0,4,O=[N+]([O-])c1ccc(C=Nc2ccc(Cl)c([N+](=O)[O-])c2)s1
-9,0.6,-24,4,0,-9,-5,-12,2,-1,Cc1cc(C)n2nc(Nc3ccccc3)cc2n1
6,-0.3,4,2,-1,-3,0,0,2,-2,CC1CCCCN1S(=O)(=O)c1ccc(-n2cnnn2)cc1 (centres undefined)
3,0.4,-2,-1,-1,1,-2,9,-5,-2,COc1ccc(Cc2nnc(SCC(=O)N3CCCC(C)C3)o2)cc1 (centres undefined)

SIAE primary,KLK7 zymogen act,TDP2 absorb,Tn6 DDE FP,UHRF1 binding,Tn7 DDE FP,MBD2 DNA inh,TCR CD3 inh,LEDGF integ inh,PRMT1 FP inh,mol
-2,0.3,-2,7,2,-1,4,0,-2,-1,Cc1ccc(NC(=O)c2ccc(C(C)(C)C)cc2)cc1[N+](=O)[O-]
-82,-9.6,2,-11,1,-7,-2,25*,3,1,O=C(N/N=C/c1cn(-c2ccccc2)nc1-c1cc2ccccc2o1)c1c[nH]c2ccccc12
-2,0.2,-11,-4,5,-4,3,-1,0,7,CN1C(=O)CC(N2CCC(C(N)=O)CC2)C1=O (centres undefined)
4,-0.1,4,-3,2,-2,4,6,-2,2,CCNS(=O)(=O)c1ccc(CCC(=O)Nc2ccc3c(c2)OCO3)cc1
-3,0.0,-9,-4,0,4,-2,6,-4,2,CC1(C)C(C#N)=C(N)Oc2c1c(=O)oc1ccccc21
0,0.3,0,-9,17,-6,6,0,6,-3,CC(=O)Nc1ccc(NC(=O)c2ccc(NS(=O)(=O)c3cccc4cccnc34)cc2)cc1
4,6.5,0,1,-3,-4,-1,2,0,-2,COc1ccc(/C=N/Nc2nc3ccccc3c(=O)n2-c2ccccc2)cc1OC
6,0.6,5,-7,-4,-7,2,-2,0,-1,COCCSc1ccccc1C(=O)Nc1nccs1

SIAE primary,KLK7 zymogen act,TDP2 absorb,Tn6 DDE FP,UHRF1 binding,Tn7 DDE FP,MBD2 DNA inh,TCR CD3 inh,LEDGF integ inh,PRMT1 FP inh,mol
-12,-1.6,3,-2,5,-4,6,-7,3,8,CC(=O)Cn1nnc2sc(-c3ccccc3)cc2c1=O
-6,-0.7,-16,3,2,4,1,3,5,-5,O=C1Oc2ccccc2C(=O)/C1=C/N1CCN(c2ccccc2F)CC1
1,0.1,7,-6,1,3,-3,5,0,-2,C#CCOCCOCCOCCNc1nc(N2CCN(C(=O)C([C@@H](C)O)n3cc([C@@H](N)CCCCN)nn3)CC2)nc(N2CCN(C(=O)[C@H](CCC(=O)O)n3cc([C@@H](N)CCCCN)nn3)CC2)n1 (some centres undefined)
3,-0.6,-12,0,-4,3,-1,1,-4,-1,CC(C)NC(=O)c1c(O)c2ccccc2[nH]c1=O
-5,-0.2,-8,-4,1,-6,0,5,1,1,COc1ccc(-c2cc(C(F)F)n3ncc(C(=O)Nc4cc(C)on4)c3n2)cc1
-1,0.2,4,4,-7,1,3,2,-1,5,CC(=O)C1=C(O)C(=O)N(CCN2CCOCC2)C1c1ccccc1 (centres undefined)
-1,-6.3,-4,-5,2,8,2,-6,-5,2,CC1(C)OC(=CC=Nc2ccc(Cl)cc2)OC1(C)C
-4,0.6,-7,5,3,4,5,-5,-4,2,Cc1cc(C)n(-c2ccc(F)cc2CN2CCN(Cc3ccccc3)C(CCO)C2)n1 (centres undefined)

SIAE primary,KLK7 zymogen act,TDP2 absorb,Tn6 DDE FP,UHRF1 binding,Tn7 DDE FP,MBD2 DNA inh,TCR CD3 inh,LEDGF integ inh,PRMT1 FP inh,mol
14,-0.5,0,9,-2,-7,2,5,-4,-2,CC(=O)N1CCN=C1SCc1cccc(C(F)(F)F)c1
12,-0.4,3,-5,0,1,-1,-3,0,0,C[C@H]1CNC(=O)c2c(C(=O)N3CCN(C(=O)OC(C)(C)C)CC3)ncn21
-3,-0.5,-7,3,1,1,6,x,-3,9,CC(C)N1CCCCC(NC(=O)c2ccccc2)C1=O (centres undefined)
-3,-0.2,-5,-3,4,-5,-6,6,-2,-2,CC(=O)N1CCN(c2ccccc2NC(=O)c2ccc(Br)o2)CC1
-5,-0.2,9,5,-2,-3,-2,0,1,-3,O=C(CCN1CCN(c2ccccc2F)CC1)Nc1ccc(F)cc1
4,-0.5,1,-2,4,-5,0,-5,-1,0,CCN(CC(=O)NCc1cccs1)C(=O)c1cc(S(=O)(=O)N2CCOCC2)ccc1C
4,-0.3,-5,6,-3,5,4,8,0,1,COc1cccc2cc(C(=O)N3CCN(c4ccccn4)CC3)c(=O)oc12

LEDGF integ inh, entries above that show a hit
SIAE primary,KLK7 zymogen act,TDP2 absorb,Tn6 DDE FP,UHRF1 binding,Tn7 DDE FP,MBD2 DNA inh,TCR CD3 inh,LEDGF integ inh,PRMT1 FP inh,mol
4,0.6,11,-6,19,0,-6,-1,23*,23*,CC(CNc1ccccc1O)C(=O)O (centres undefined)
